G9a inh: qHTS Assay for Inhibitors of Histone Lysine Methyltransferase G9a. G9a H3K9 monomethylation, AlphaScreen, 2 h. Potency, µM (titrated, usually from 102 µM), for inactives: at the highest dose activity, negative = inhibition, most hits filed as inhibitors. hit rate 8.8% among 350,000. AID 504332, 2011; note: potency is the fitted concentration of half-maximal effect; nearly all actives have a fitted effect of over 75% in size
Target sequence (Q96KQ7 913-1193 limits assumed): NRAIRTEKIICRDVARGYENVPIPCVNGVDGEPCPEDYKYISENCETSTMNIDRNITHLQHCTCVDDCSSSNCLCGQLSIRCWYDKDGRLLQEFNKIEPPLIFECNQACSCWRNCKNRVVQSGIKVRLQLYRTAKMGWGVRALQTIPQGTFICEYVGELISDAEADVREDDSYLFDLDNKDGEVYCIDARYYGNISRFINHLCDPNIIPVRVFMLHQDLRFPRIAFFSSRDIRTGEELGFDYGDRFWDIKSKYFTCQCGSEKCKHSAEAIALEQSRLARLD
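G9a (20 nM) was preincubated 15 min with compound, then reacted 2 h at room temperature with 500 nM biotin-H3K9 peptide and 20 µM SAM. Monomethyl-H3K9 detected by AlphaScreen using anti-H3K9me1 antibody.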
GLS inhibitor: qHTS for Inhibitors of Glutaminase (GLS). Glutaminase kidney isoform, mitochondrial (Homo sapiens), O94925. GLS enzymatic activity, qHTS titration. Potency, µM (doses to about 45.5 µM), without a hit: top-dose activity change, negative = inhibition, most hits filed as inhibitors. hit rate 0.21% among 410,000; note: potency is the fitted concentration of half-maximal effect
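Compounds were pin-transferred onto hKGA, after which L-glutamine (1 mM solution) and a detection mix of glutamate oxidase, HRP and Amplex Red were added. Initial and 30 min RT fluorescence reads were collected.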
PI4K2A inh: qHTS for small molecular inhibitors of PI4K2A. Phosphatidylinositol 4-kinase type 2-alpha (Homo sapiens), Q9BTU6. purified PI4K2A, ADP-Glo luminescence, 1 h; stronger effect = lower value. activity change, negative = inhibition, % at 76.9 µM. hit rate 0.13% among 420,000. AID 1346378, 2018; in the data active = activity change below about -50%; inconclusive = mostly about -30% to -49%;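 note: -100% = wells without enzyme as full effect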
Target sequence (Q9BTU6 whole entry, looked up): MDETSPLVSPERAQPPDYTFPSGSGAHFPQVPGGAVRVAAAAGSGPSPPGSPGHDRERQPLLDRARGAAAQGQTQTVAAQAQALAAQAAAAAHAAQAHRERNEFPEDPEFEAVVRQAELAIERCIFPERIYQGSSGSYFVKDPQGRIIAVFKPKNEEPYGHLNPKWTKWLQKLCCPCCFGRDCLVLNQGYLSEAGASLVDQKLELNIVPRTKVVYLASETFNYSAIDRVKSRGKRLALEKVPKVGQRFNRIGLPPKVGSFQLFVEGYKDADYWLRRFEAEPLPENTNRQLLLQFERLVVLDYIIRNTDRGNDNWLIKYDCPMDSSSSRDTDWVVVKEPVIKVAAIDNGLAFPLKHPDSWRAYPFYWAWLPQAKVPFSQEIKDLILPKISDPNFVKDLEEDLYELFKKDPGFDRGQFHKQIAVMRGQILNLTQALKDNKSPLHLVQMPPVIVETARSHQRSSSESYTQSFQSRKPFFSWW
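Compounds are screened against recombinant PI4K2A using PI as substrate and ATP, the latter dispensed at 300 microM. Reactions run one hour at ambient temperature before ADP-Glo detection; full inhibition defined by wells lacking enzyme.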
An asterisk follows results filed as active; u = inconclusive; x = no result given; & = joins results of further samples; [ ] = remark or other dose. Unless noted, calls come from the whole dose curve; as a rule, active = well fitted curve in the direction sought with a large enough effect; inconclusive = small, poorly fitted or top-dose-only effect, or another doubt; inactive = no such curve, though single readings can be large; an effect the other way counts as inactive or inconclusive. Unless noted, % is set by controls: 0 for no effect and ±100 for the full control effect.

GLS inhibitor | PI4K2A inh | G9a inh | SMILES
-3%[20 µM] | x | 34%[21.5 µM] | O=C(NC[C@@H](O)CO)c1c(I)c(C(=O)NC[C@@H](O)CO)c(I)c(N(CCO)C(=O)CO)c1I
5% | x | 1%[12.7 µM] | FC(F)(F)C(F)(F)C(F)(F)C(F)(F)C(F)(F)F
8% | x | -47%[2.33 µM] | CC(C)C1CCC(C(=O)NC(Cc2ccccc2)C(=O)O)CC1 (stereo not drawn)
3% | x | -9%[12.7 µM] | CC1=C(/C=C/C(C)=C/C=C/C(C)=C/C(=O)Oc2c(C)c(C)c3c(c2C)CC[C@@](C)(CCC[C@H](C)CCC[C@H](C)CCCC(C)C)O3)C(C)(C)CCC1
-5% | x | 25%[12.7 µM] | NC(N)=NCC1COc2ccccc2O1 (stereo not drawn)
-1%[20 µM] | x | 15%[21.5 µM] | CCC(C)(C)C(=O)O[C@@H]1C[C@H](C)C=C2C=C[C@H](C)[C@@H](CC[C@H]3C[C@@H](O)CC(=O)O3)[C@H]21
3% | x | 5%[12.7 µM] | C=C(NCc1ccccc1)c1ccccc1O
0% | x | 18µM* | CN[C@@H]1[C@H](O[C@H]2[C@H](O[C@H]3[C@H](O)[C@@H](O)[C@H](N=C(N)N)[C@@H](O)[C@@H]3N=C(N)N)O[C@@H](C)[C@]2(O)C=O)O[C@@H](CO)[C@H](O)[C@H]1O
7% | x | -38%[2.33 µM] | CC(C)C[C@@H](NC(=O)[C@H](Cc1ccccc1)NC(=O)c1cnccn1)B(O)O
7% | x | 0%[12.7 µM] | CCCCCCCCCCCC(=O)OCC(O)C1OCC(O)C1O (stereo not drawn)
9% | x | -12%[12.7 µM] | CCC(=O)OC1C(N(C)C)CC(C)O[C@H]1O[C@H]1[C@H](C)[C@@H](O[C@H]2CC(OC)[C@@H](O)C(C)O2)[C@H](C)C(=O)O[C@@H](CC)[C@](C)(O)[C@@H](O)[C@H](C)C(=O)[C@@H](C)C[C@]1(C)O (stereo partly drawn)
11%[20 µM] | x | 26%[21.5 µM] | CC(=C(CCOP(=O)(O)O)SC(=O)c1ccccc1)N(C=O)Cc1cnc(C)nc1N
-11% | x | 25%[59 µM] | Nc1nc(Cl)nc2c1ncn2[C@@H]1O[C@H](CO)[C@H](O)C1F (stereo partly drawn)
5% | x | 26%[59 µM] | Cc1ccc(S(=O)(=O)O)cc1C
-1%[20 µM] | x | 9%[21.5 µM] | NC(=O)c1ccc[n+]([C@@H]2O[C@H](COP(=O)([O-])OP(=O)(O)OC[C@H]3O[C@@H](n4cnc5c(N)ncnc54)[C@@H](O)[C@@H]3O)[C@@H](O)[C@@H]2O)c1

The last two records of the section before come first, to join the parts.
GLS inhibitor | PI4K2A inh | G9a inh | SMILES
5% | x | 26%[59 µM] | Cc1ccc(S(=O)(=O)O)cc1C
-1%[20 µM] | x | 9%[21.5 µM] | NC(=O)c1ccc[n+]([C@@H]2O[C@H](COP(=O)([O-])OP(=O)(O)OC[C@H]3O[C@@H](n4cnc5c(N)ncnc54)[C@@H](O)[C@@H]3O)[C@@H](O)[C@@H]2O)c1
-1% | x | 9%[12.7 µM] | COC(F)(F)C(Cl)Cl
25% | x | u | O=C(O)CC/C=C\CC[C@@H]1[C@@H](N2CCCCC2)[C@@H](O)C[C@@H]1OCc1ccc(-c2ccccc2)cc1
1% | x | 4%[12.7 µM] | CC1CCC(O)C/C1=C\C=C1/CCCC2(C)C1CCC2C(C)/C=C/C(C)C(C)C (stereo not drawn)
-2% | x | u | COc1ccc2cc1Oc1cc3c(cc1OC)CC[N+](C)(C)C3Cc1ccc(cc1)Oc1c(OC)c(OC)cc3c1C(C2)[N+](C)(C)CC3 (stereo not drawn)
-1% | x | 19%[59 µM] | F[Si-2](F)(F)(F)(F)F
-1% | x | -22%[12.7 µM] | CCOC(=O)[C@H](CCc1ccccc1)N[C@@H](C)C(=O)N1[C@H](C(=O)O)C[C@H]2CCC[C@@H]21
u | x | -1%[59 µM] | C[C@@H]1[C@H](O)[C@@H](C)/C=C/C=C/C=C/C=C/C=C/C=C/C=C/[C@H](O[C@@H]2O[C@H](C)[C@@H](O)[C@H](N)[C@@H]2O)C[C@@H]2O[C@](O)(C[C@@H](O)C[C@@H](O)[C@H](O)CC[C@@H](O)C[C@@H](O)CC(=O)O[C@H]1C)C[C@H](O)[C@H]2C(=O)O
28% | x | u | O=C(OCC1OC(OC(=O)c2cc(O)c(O)c(OC(=O)c3cc(O)c(O)c(O)c3)c2)[C@@H](OC(=O)c2cc(O)c(O)c(OC(=O)c3cc(O)c(O)c(O)c3)c2)C(OC(=O)c2cc(O)c(O)c(OC(=O)c3cc(O)c(O)c(O)c3)c2)C1OC(=O)c1cc(O)c(O)c(OC(=O)c2cc(O)c(O)c(O)c2)c1)c1cc(O)c(O)c(OC(=O)c2cc(O)c(O)c(O)c2)c1 (stereo partly drawn)
-6% | x | 43%[59 µM] | CCCCCCCCCCCCCCCCCC(=O)OC[C@@H](O)[C@H]1OC[C@H](O)[C@H]1O
22µM* | x | u | COc1cc2c(cc1O)CCN[C@@]21CS[C@H]2c3c(OC(C)=O)c(C)c4c(c3C(COC1=O)N1C2C2c3c(cc(C)c(OC)c3O)CC([C@@H]1O)N2C)OCO4 (stereo partly drawn)
23%&-2% | x | -3%[12.7 µM] | NC(=O)CCC1NC(=O)C(Cc2ccccc2)NC(=O)C(Cc2ccc(O)cc2)NC(=O)CCSSCC(C(=O)N2CCCC2C(=O)NC(CCCN=C(N)N)C(=O)NCC(N)=O)NC(=O)C(CC(N)=O)NC1=O (stereo not drawn)
-1% | x | 18µM* | O=C1CSC2(CCN(CCCN3c4ccccc4Sc4ccc(Cl)cc43)CC2)N1
-25% | x | u | CCC(Cc1c(I)cc(I)c(O)c1I)C(=O)O (stereo not drawn)
-18%[20 µM] | x | 12%[21.5 µM] | CCC(=O)[C@@]1(C)[C@H](C)C[C@@H]2[C@@H]3CCC4=CC(=O)C=C[C@@]4(C)[C@H]3[C@H](O)C[C@]21C
u | x | u | O=C(O)CN(CC(=O)O)Cc1cc2c(-c3ccccc3C(=O)O)c3cc(CN(CC(=O)O)CC(=O)O)c(=O)cc-3oc2cc1O
10% | x | -34%[12.7 µM] | N[C@@H](Cc1ccccc1)C(=O)O
-2%[20 µM] | x | 34%[21.5 µM] | C=CCN1C(=CCO)[C@H]2C[C@H]3[C@@H]1CC[C@@]31c3ccccc3N3C=C4[C@@H]5N(/C=C/2[C@H]31)c1ccccc1[C@]51CC[C@H]2[C@H]1C[C@@H]4/C(=C/CO)N2CC=C
2% | x | 30%[59 µM] | CC1CN(c2c(F)c(N)c3c(=O)c(C(=O)O)cn(C4CC4)c3c2F)CC(C)N1 (stereo not drawn)
-24% | x | 34%[59 µM] | C[C@]12C=CC(=O)N[C@@H]1CC[C@@H]1C2CC[C@]2(C)C(C(=O)Nc3cc(C(F)(F)F)ccc3C(F)(F)F)CC[C@@H]12 (stereo partly drawn)
-2% | x | -26%[12.7 µM] | CCN(CC)CCOC(=O)c1cccnc1
19% | x | 6%[59 µM] | O=C(Nc1ccc(O)cc1)c1ccccc1O
-6% | x | 32%[59 µM] | CNC1C(O)C(OC2C(NC(=O)C(O)CN)CC(N)C(OC3OC(CN)C(O)C(O)C3O)C2O)OCC1(C)O (stereo not drawn)
-19%[20 µM] | x | 23%[21.5 µM] | CCOC(=O)O[C@]1(C(=O)COC(=O)CC)CC[C@@H]2[C@@H]3CCC4=CC(=O)C=C[C@@]4(C)[C@H]3[C@H](O)C[C@]21C
38%[activator] | x | 25%[59 µM] | OCC1O[C@H](Oc2ccc(O)cc2)C(O)C(O)C1O (stereo partly drawn)
1% | x | 22%[59 µM] | CC(C)(C)CC(C)(C)c1ccc(OCCO)cc1
2% | x | u | COc1ccc2c(=O)c(C)c(-c3ccccc3)oc2c1CN(C)C
x | 1 | x | O=C(OCc1cn(Cc2cccc(F)c2F)nn1)N1CCCC1
x | -3 | x | O=C(C1CCCN1S(=O)(=O)c1cccc2ccccc12)N1CCN(c2ccccc2)CC1 (stereo not drawn)
x | -2 | x | CCOC(=O)[C@]12CCCC3=C1N(CCC3)C(=O)[C@@H](CC(=O)NCc1ccc(OC)c(OC)c1)C2
x | -2 | x | Cc1cccc(C(=O)Nc2c(-c3ccc(F)cc3)nc3ncccn23)c1

Reformatted as tab-separated lines: part of the list above
smiles	GLS inhibitor	PI4K2A inh	G9a inh
CC1CN(c2c(F)c(N)c3c(=O)c(C(=O)O)cn(C4CC4)c3c2F)CC(C)N1 (stereo not drawn)	2%	x	30%[59 µM]
COc1ccc2c(=O)c(C)c(-c3ccccc3)oc2c1CN(C)C	2%	x	u
CCOC(=O)O[C@]1(C(=O)COC(=O)CC)CC[C@@H]2[C@@H]3CCC4=CC(=O)C=C[C@@]4(C)[C@H]3[C@H](O)C[C@]21C	-19%[20 µM]	x	23%[21.5 µM]
C[C@]12C=CC(=O)N[C@@H]1CC[C@@H]1C2CC[C@]2(C)C(C(=O)Nc3cc(C(F)(F)F)ccc3C(F)(F)F)CC[C@@H]12 (stereo partly drawn)	-24%	x	34%[59 µM]
CC(C)(C)CC(C)(C)c1ccc(OCCO)cc1	1%	x	22%[59 µM]
N[C@@H](Cc1ccccc1)C(=O)O	10%	x	-34%[12.7 µM]

(next part)
GLS inhibitor | PI4K2A inh | G9a inh | SMILES
x | 0 | x | c1ccc(-c2nnc3n2N=C(c2ccc4ccccc4c2)CS3)cc1
x | 13 | x | CCNC(=S)NNC(=O)CSc1nc2ccccc2c(=O)n1-c1ccc(Cl)cc1
x | -1 | x | CCOC(=O)C(=O)c1csc(NC=O)n1
x | -3 | x | CN[C@H]1C[C@H]2c3[nH]c4cccc(-c5ccc6c(c5)OCO6)c4c3CCN2C[C@H]1[C@H](C)O
x | -3 | x | CCCOc1ccc(-c2nc(CSCC(=O)NC3CC3)c(C)o2)cc1
x | 7 | x | CCOC(=O)N1C(=O)C[C@](Sc2ccc(OC)cc2)(C(=O)N2CCN(C(C)=O)CC2)[C@H]1c1ccc(OC)cc1
x | 1 | x | CCOC(=O)Cc1nc(N2CCCN(C(C)=O)CC2)c2c(C)c(C(=O)OCC)sc2n1
x | -3 | x | CC(NC(=O)c1cc2ccc(C(F)(F)F)cc2nc1N)c1cccc2ccccc12 (stereo not drawn)
x | 0 | x | CCN(C(=O)[C@@H](C1CC1)[C@@H](O)c1ccc2ccccc2c1)c1ccccc1
x | -9 | x | C#CCN1CC(N(C)CCOC(=O)c2cccs2)CS1(=O)=O (stereo not drawn)
x | -4 | x | CCS(=O)(=O)Nc1ccc2c(c1)C(=O)N(C)[C@@H]1CC[C@H](CC(=O)NCCCN3CCOCC3)O[C@H]1CO2
x | -2 | x | COC(=O)[C@]12C[C@H](CC(=O)N3CCCC3)C(=O)N(Cc3ccco3)C1=C[C@H](COCc1ccccc1)O[C@@H]2C
x | -1 | x | CC(C)c1ccc(C(=O)Nc2cc(Cl)ccc2C(=O)O)cc1
x | 3 | x | CN(C)CC(=O)N[C@@H]1C[C@@H]2O[C@@H](CO)CC[C@@H]2O[C@@H]1CCc1ccc(-c2ccc(F)cc2)cc1
x | 3 | x | Cc1nn(-c2ccccc2)c2sc(C(=O)NCc3ccc(F)cc3)cc12
x | 4 | x | CCOC(=O)[C@]12CCCCC/C=C\1N(CCc1ccc(Cl)cc1)C(=O)[C@H]2CC(=O)NCc1ccc(OC)c(OC)c1
x | 1 | x | O=[N+]([O-])c1ncccc1OCCOc1ccc(Cl)cc1Cl
x | 1 | x | Cc1cc(-c2nnc(SCC(=O)Nc3cccc4ccccc34)n2N)n[nH]1
x | 2 | x | COC(=O)c1ccc2c(C3(c4c[nH]c5ccccc45)CCN(C(=O)OC(C)(C)C)CC3)c[nH]c2c1
x | -2 | x | O=C1CCC[C@H]2C[C@H](NCCc3ccncc3)CC[C@]23CCCN13
x | 6 | x | COC(=O)C1CN(CCO)CCS(=O)(=O)N1Cc1cccc(Cl)c1 (stereo not drawn)
x | -1 | x | Fc1ccc2nc(COCc3nc4ccc(F)cc4[nH]3)[nH]c2c1
x | -7 | x | COc1ccc(CNCC#Cc2ccccc2)cc1
x | -1 | x | CCOC(=O)c1ccc(O)c(O)c1
x | 0 | x | CCc1ccc(CCNC(=O)OC2CC3CC2[C@H]2CCCCN2C3)cc1 (stereo partly drawn)
x | -5 | x | Cc1cc(NC(=O)c2ccc(NS(=O)(=O)c3ccccc3)cc2)no1
x | 2 | x | N#CCC[C@H]1CC[C@]2(CCCN(Cc3ccccc3)C2)O1

Bioassay records: PubChem BioAssay, National Center for Advancing Translational Sciences (NCATS)

These rows are one share of the data; rates above refer to the full screens.
